EBV gp42 block = inhibitors of Epstein-Barr virus glycoprotein 42; AID 1085; 220,000 compounds, 0.42% hits; Fluorescence polarization binding assay, mP read-out; inhibition, % (tested at 21.74 µM); Q1HVG2; in the data active = inhibition above about 50%
TbHK1 inh = blocks Trypanosoma brucei hexokinase 1 activity; inhibition, % at 10 µM; AID 1430; 220,000 compounds, 0.11% hits; recombinant TbHK1, G6PDH-coupled NADH A340;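 active = inhibition of 50% or more in the single-dose primary screen; inactive = inhibition below 50%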
Furin inhibitor = human furin inhibition; P09958; purified furin, fluorogenic substrate cleavage; inhibition, % at 30 µM; 220,000 compounds, 0.061% hits; AID 463115; in the data active = inhibition above about 25%; also: inactives centre near -15
PPC-1+TRAIL kill = kills PPC-1 cancer cells in the presence of TRAIL; PPC-1 cells + TRAIL, ATPLite viability luminescence; cell killing (% activity), % at 4 µM; 220,000 compounds, 0.41% hits;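 active = cell killing above 50% in the first pass at 4 µM, then a duplicate retest at 5 µM averaging 50% or more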;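 also: plate controls were cells with TRAIL plus DMSO for no effect and medium-only wells lacking cells for full effect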
Calpain2 inh = calpain II (pig) inhibition; inhibition, % at 16 µM; purified calpain II, fluorogenic peptide substrate, 30 min; 220,000 compounds, 0.37% hits; AID 1236;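 active = inhibition above about 50%, limit read from the data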
thrombin 1536 = inhibitors of human thrombin | P00734 | alpha-thrombin, Boc-VPR-AMC fluorogenic substrate cleavage | inhibition, % at 5 µM | 220,000 compounds, 0.26% hits | AID 1046;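 active = inhibition at or above 40%; inactive = inhibition below 40%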;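 also: 0% = enzyme with no compound and 100% = wells without enzyme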
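Material: Human alpha-thrombin protein | Buffer or medium: pH 7.5 Tris-saline with Tween 20 | Reagent: Boc-VPR-AMC substrate, 15 µM final | Schedule: Reaction at ambient temperature | Detection: AMC fluorescence at 355 nm excitation and 460 nm emission | Evaluation: Percent inhibition scaled between no-compound controls and no-enzyme blanks | Controls: no-compound enzyme wells and no-enzyme blanks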
KCC2 mod = modulators of human KCC2 chloride dependent transport | KCC2 cells, thallium flux FluoZin-2 fluorescence | B-score of Tl+ flux slope (higher = more flux/activation; lower = inhibition) at 10 µM | 190,000 compounds, 2.2% hits;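 active = thallium flux slope and its plate-corrected score both differing from the plate sample mean at a set confidence after two filtering rounds, in either direction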;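 also: slope of fluorescence scaled to starting intensity during 10 to 20 s after thallium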
Target sequence (Q9H2X9 whole entry, looked up): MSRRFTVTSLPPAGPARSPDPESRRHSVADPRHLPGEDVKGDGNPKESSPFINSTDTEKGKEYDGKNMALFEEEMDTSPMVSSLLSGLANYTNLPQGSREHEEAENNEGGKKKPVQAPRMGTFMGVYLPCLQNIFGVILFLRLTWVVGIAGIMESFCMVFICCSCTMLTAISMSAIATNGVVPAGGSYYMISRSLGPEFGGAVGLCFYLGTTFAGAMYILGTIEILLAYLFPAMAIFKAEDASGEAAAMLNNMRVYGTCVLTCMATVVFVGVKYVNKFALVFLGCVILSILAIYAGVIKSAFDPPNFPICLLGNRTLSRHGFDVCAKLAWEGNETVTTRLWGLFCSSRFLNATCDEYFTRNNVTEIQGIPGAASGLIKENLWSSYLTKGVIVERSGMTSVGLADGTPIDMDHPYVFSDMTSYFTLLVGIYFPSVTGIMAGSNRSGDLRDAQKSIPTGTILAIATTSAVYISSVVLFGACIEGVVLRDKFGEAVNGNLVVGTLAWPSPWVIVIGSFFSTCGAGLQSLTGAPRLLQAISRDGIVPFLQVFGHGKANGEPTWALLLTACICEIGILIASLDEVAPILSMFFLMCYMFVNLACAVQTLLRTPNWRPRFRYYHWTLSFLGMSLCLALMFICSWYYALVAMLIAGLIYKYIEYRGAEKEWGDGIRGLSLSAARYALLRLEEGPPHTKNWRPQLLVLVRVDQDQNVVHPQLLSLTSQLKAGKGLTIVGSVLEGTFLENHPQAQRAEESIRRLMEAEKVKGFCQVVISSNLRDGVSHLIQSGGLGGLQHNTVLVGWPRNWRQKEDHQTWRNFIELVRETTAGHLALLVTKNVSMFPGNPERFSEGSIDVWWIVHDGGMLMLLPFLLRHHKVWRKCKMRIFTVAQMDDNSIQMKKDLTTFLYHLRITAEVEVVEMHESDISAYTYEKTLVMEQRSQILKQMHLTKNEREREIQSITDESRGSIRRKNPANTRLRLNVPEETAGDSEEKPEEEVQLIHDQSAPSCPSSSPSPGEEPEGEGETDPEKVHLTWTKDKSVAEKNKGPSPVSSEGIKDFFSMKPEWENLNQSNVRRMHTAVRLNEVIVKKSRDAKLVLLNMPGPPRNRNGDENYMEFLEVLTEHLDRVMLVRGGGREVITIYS
TRPML3 agonist = activates the human TRPML3 channel | Q8TDD5 | HEK293 TRPML3-YFP, Fluo-8 calcium fluorescence; 100% = the carbachol control signal | activation, % at 3 µM | 220,000 compounds, 0.29% hits | AID 1448;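 active = activation above its plate's cutoff, the mean activation of the plate's test wells plus 3 SD, cut at about 12% in these data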;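 also: 0% = DMSO only wells and 100% = carbachol wells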
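Material: HEK293 cells stably carrying human TRPML3-YFP; compound dosing: single dose, 3 µM final nominal compound, 0.3% DMSO final; incubation: 1-h 37 °C dye load, 5-s basal, 120-s post-compound reads; technique: Fluo-8 intracellular calcium fluorescence, excitation 470-495 nm, emission 515-575 nm; read-out basis: percent activation from peak-to-basal fluorescence ratio, scaled between DMSO and carbachol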
zfTRPN1 agonist = agonists of zebrafish TRPN1 channel; HEK293 zebrafish TRPN1-YFP, Fluo-8 calcium fluorescence; 100% = response to 87 µM carbachol; activation, % at 3 µM; 220,000 compounds, 0.18% hits;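 active = activation above its plate's cutoff, the mean activation of test wells on that plate plus 3 SD, cut at about 19% in these data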;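 also: 0% = DMSO alone and 100% = 87 µM carbachol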
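System: zebrafish TRPN1-YFP in HEK293 cells / Dosing: 3 µM single point / Timing: dye loading 1 h at 37 °C, then 30 min room temperature / Signal: Fluo-8 calcium fluorescence, excitation 470-495 nm, emission 515-575 nm / Read-out basis: percent activation from peak over basal fluorescence ratio, control-normalized / Control set: high carbachol 87 µM, low DMSO alone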
* hit, by the source's call; . = not tested or not shown; [ ] = dose if it differs, or a comment.

Compound,EBV gp42 block,TbHK1 inh,Furin inhibitor,PPC-1+TRAIL kill,Calpain2 inh,thrombin 1536,KCC2 mod,TRPML3 agonist,zfTRPN1 agonist
CCOc1ccc(N(CC(=O)O)S(=O)(=O)c2ccc(F)cc2)cc1,-3,1,-4[20 µM],36,-13,6,0.37,0.8,70*
COc1cc(C2C(C#N)=C(N)Oc3n[nH]c(-c4cccs4)c32)cc(OC)c1O (stereo not drawn),-16,-6,-9,13,-1,1,.,1.6,0.8
CCN1C(=O)C(=O)N(CC(=O)Nc2ccccc2Oc2ccccc2)C1=O,-10,2,-28,4,3,-1,0.18,0.6,1.5
CCCCCCN1C=CC(=C2C(=O)c3ccccc3C2=O)C=C1,15,2,-6,81*[5 µM],3,-5,-0.37,0.6,1.6
CCN1CCCC1CNc1ncnc2c1[nH]c1ccc(Cl)cc12 (stereo not drawn),-14,-16,-14,17,-36,3,0.04,0.1,-1.4
O=C(NCc1cccnc1)c1ccc(Cn2cc(C(F)(F)F)ccc2=O)cc1,-9,5,-19,17,-3,-2,-0.018,1.1,1.1
CCC1=Nc2ccccc2NC2=C1C(=O)CCC2,-5,-12,-11[20 µM],30,-35,2,-3.2,0.9,0.9
Cc1ccc(Cn2nnc3c(=O)n(CC(=O)NCc4ccccc4)cnc32)cc1,-17,2,-16,13,-19,-8,-4.6,0.4,1.0
O=C(NS(=O)(=O)c1ccc(Cl)cc1)c1ccccc1,0,-6,-19,18,26,-6,0.0097,0.4,-0.2
CC1(C)CC(=O)C(C=NCCN2CCOCC2)=C(O)C1,-9,6,-7,31,1,-5,.,0.9,0.7
COc1cccc(/C=C/C(=O)c2cccc([N+](=O)[O-])c2)c1OC,2,-7,-21,32,2,-4,0.4,0.8,0.3
COc1ccccc1/C=N/NC(=O)c1ccccc1NS(=O)(=O)c1ccc(C)cc1,3,-19,-19,2,2,-10,-1.9,-0.2,-0.3
O=C(NCCNc1ccc([N+](=O)[O-])cc1)c1cccc2c(Br)cccc12,-14,0,-31,32,-5,1,-0.34,1.4,-0.3
O=C(CN1CCN(S(=O)(=O)c2ccc(F)cc2)CC1)Nc1ccc2c(c1)OCCO2,-23,8,-2,16,20,4,0.15,0.9,-0.1
O=C(CSc1ccc2c(c1)OCCO2)Nc1cccnc1,-20,-5,-15,16,-20,-13,0.045,2.9,3.5
CC(=O)C1C(=O)CC(c2ccc(Cl)cc2)CC1=O (stereo not drawn),-9,39,-29,-11,-17,-2,0.023,0.6,-0.7
C=C(C)Cn1c(C)cc(C)c(S(=O)(=O)c2ccccc2C)c1=O,7,4,6[20 µM],10,39,-5,0.91,42*,-2.9
CC(=O)Nc1c(C#N)c(C(C)(C)C)cn1C,-7,-2,-1[20 µM],0,-15,-2,-0.018,0.5,0.8
CCN(CC)S(=O)(=O)c1cccc(NC(=O)/C=C/c2ccc([N+](=O)[O-])cc2)c1,-33,-17,-11,25,19,-3,0.64,1.2,5.5
Cc1ccc(NCc2nnc(SCC#N)o2)c(C)c1,-15,3,-16[20 µM],0,-19,0,0.64,0.3,0.5
CCn1cc(C(=O)NC(C)C2CC3CCC2C3)cn1 (stereo not drawn),-11,24,-15,17,-4,2,-0.35,0.6,0.3
N/C(=N\OS(=O)(=O)c1cccc([N+](=O)[O-])c1)c1ccncc1,-17,-2,7,3,3,-6,1.4,0.8,1.9
C/C(=C\COc1cc(=O)[nH]c2ccccc12)CCC(O)C(C)(C)O (stereo not drawn),-5,-8,-31,6,-14,-7,-0.11,0.5,1.2
COc1ccc(-c2cc(-c3c(O)c(OC)c4occc4c3OC)[nH]n2)cc1,-5,-1,-20[20 µM],8,-89,-3,.,-0.6,-1.2
COc1ccccc1N1CCN(C(=O)C(=O)N/N=C/c2ccccc2F)CC1,2,-4,-14,20,20,-3,-0.29,0.2,0.1
Clc1ccccc1CSc1nc2ccncc2[nH]1,5,5,-33,75*[5 µM],-3,-3,-0.023,-0.5,0.5
S=C(Nc1ccccc1Cl)NC1CCN(Cc2ccccc2)CC1,-11,1,-20,16,20,-5,-2.7,1.1,3.5
C=CCSc1ncc(-c2ccccc2)cn1,5,-4,-15,20,0,-9,-0.55,-0.5,-1.4
CCOC(=O)Cc1csc(SCC(=O)Nc2sc3c(c2C(N)=O)CCC3)n1,48,1,-21,11,-213,3,-0.17,0.3,-0.9
CCOC(=O)CNC(=O)COc1ccc(Cl)cc1Br,-14,22,-13[20 µM],9,10,0,-1.1,-0.2,0.5
COc1cc([N+](=O)[O-])ccc1NC(=O)CSc1n[nH]c(C(C)C)n1,-3,-12,-18,3,-12,-4,-0.47,1.0,1.4
CC1S/C(=N/N=C/c2ccco2)N(Cc2ccc(F)cc2)C1=O (stereo not drawn),-17,-29,-16,6,-3,-1,-0.36,-0.1,1.2

Part of the list above, with values under each structure.
Each structure is followed by: EBV gp42 block, TbHK1 inh, Furin inhibitor, PPC-1+TRAIL kill, Calpain2 inh, thrombin 1536, KCC2 mod, TRPML3 agonist, zfTRPN1 agonist
> COc1ccccc1N1CCN(C(=O)C(=O)N/N=C/c2ccccc2F)CC1
    2, -4, -14, 20, 20, -3, -0.29, 0.2, 0.1
> Clc1ccccc1CSc1nc2ccncc2[nH]1
    5, 5, -33, 75*[5 µM], -3, -3, -0.023, -0.5, 0.5
> S=C(Nc1ccccc1Cl)NC1CCN(Cc2ccccc2)CC1
    -11, 1, -20, 16, 20, -5, -2.7, 1.1, 3.5
> C=CCSc1ncc(-c2ccccc2)cn1
    5, -4, -15, 20, 0, -9, -0.55, -0.5, -1.4
> CCOC(=O)Cc1csc(SCC(=O)Nc2sc3c(c2C(N)=O)CCC3)n1
    48, 1, -21, 11, -213, 3, -0.17, 0.3, -0.9
> CCOC(=O)CNC(=O)COc1ccc(Cl)cc1Br
    -14, 22, -13[20 µM], 9, 10, 0, -1.1, -0.2, 0.5
> COc1cc([N+](=O)[O-])ccc1NC(=O)CSc1n[nH]c(C(C)C)n1
    -3, -12, -18, 3, -12, -4, -0.47, 1.0, 1.4
> CC1S/C(=N/N=C/c2ccco2)N(Cc2ccc(F)cc2)C1=O (stereo not drawn)
    -17, -29, -16, 6, -3, -1, -0.36, -0.1, 1.2

Additional entries follow.
Compound,EBV gp42 block,TbHK1 inh,Furin inhibitor,PPC-1+TRAIL kill,Calpain2 inh,thrombin 1536,KCC2 mod,TRPML3 agonist,zfTRPN1 agonist
Nc1nc(-c2ccco2)nn1C(=O)c1cccnc1,2,1,-20,11,-3,64*,1.1,0.6,-1.3
O=C(CSc1c[nH]c2ccccc12)N1CCCc2ccccc21,-18,6,-15,12,8,-6,.,-0.1,-0.7
Cc1ccc(C(=O)N/C(=C\c2ccc(-c3ccc([N+](=O)[O-])cc3)o2)C(=O)NC2CCS(=O)(=O)C2)cc1 (stereo not drawn),-11,-19,-6,2,-59,-12,-0.67,1.8,2.4
COc1ccc(N2C(=O)C(Cl)=C(Nc3c(C)n(C)n(-c4ccccc4)c3=O)C2=O)cc1,-24,-5,-9,2,-16,0,0.43,1.2,-0.1
Cc1ccc(S(=O)(=O)CCC(=O)OCC(=O)N2CC(=O)Nc3ccccc32)cc1,-26,49,-8,6,7,10,0.32,-0.3,0.0
CCCCNC(=O)C1CC(c2ccc(C(F)(F)F)cc2)=NO1 (stereo not drawn),0,2,-27,-4,4,-6,-0.018,.,.
COc1ccc(CNCCSc2nnnn2C)cc1OC,-15,1,-12[20 µM],22,-22,2,-0.014,1.2,0.4
COc1ccc(C(=O)c2ccccc2)c(OCC(=O)N(C)C)c1,-14,-5,-16,-1,2,-8,-0.53,0.8,2.0
CCC(C)[C@H](NC(=O)NC1CCCc2ccccc21)C(=O)O (stereo partly drawn),-3,-3,-26,-8,18,2,0.051,2.0,0.0
Cc1ccc(-c2nn(CCC#N)cc2C=C(C#N)C#N)cc1,-21,-10,-21[20 µM],5,9,-3,.,0.5,0.7
COc1ccc(Nc2ccc(N3C(=O)CC(C)C3=O)cc2[N+](=O)[O-])cc1OC (stereo not drawn),-9,-2,-23,-24,34,5,0.63,0.9,0.2
CC(C)CC(COCc1cccc(Cl)c1)N1CCN(C(=O)c2ccc(C(F)(F)F)cc2)CCC1=O (stereo not drawn),8,-1,-4,12,3,0,0.084,-0.1,-1.7
CCOc1ccc(S(=O)(=O)N(CC(=O)Nc2cc(C)on2)Cc2ccccc2Cl)cc1,11,13,-9,14,-10,-1,-1.2,-0.5,-0.5
CCOC(=O)CSc1nc(C2CC2)cc(-c2ccc(Cl)cc2)c1C#N,-18,-17,-13,14,3,-5,0.54,-0.1,-0.2
CC(=O)c1csc(COc2cc(Cl)cc(Cl)c2)n1,-6,-12,-25,1,-13,-7,-0.68,-0.7,-1.8
CCC(C)NC(=O)CSc1ncccc1C(=O)O (stereo not drawn),-2,-4,-14[20 µM],4,27,-8,-0.056,1.2,1.9
O=C(c1ccccc1)N1CCN(S(=O)(=O)N2CCOCC2)CC1,-12,3,-29,15,-20,0,-0.35,1.0,1.1
Cc1cc(=O)oc2cc(OCC(=O)NCCc3nc4ccccc4[nH]3)ccc12,6,-12,-15,20,-157,-2,0.17,-0.8,0.6
CCC(=O)c1c[nH]c(C(=O)NCc2ccco2)c1,-14,5,-21[20 µM],14,-21,-7,.,0.1,1.5
